Screens: PubChem, several laboratories
PHOSPHO1 block = inhibitors of human PHOSPHO1 phosphatase. 290,000 compounds, 1.1% hits. inhibition, % at 13.3 µM. recombinant PHOSPHO1, absorbance phosphatase assay. AID 1565. Q8TCT1; in the data active = inhibition above about 60%
Target sequence (Q8TCT1 whole entry, looked up): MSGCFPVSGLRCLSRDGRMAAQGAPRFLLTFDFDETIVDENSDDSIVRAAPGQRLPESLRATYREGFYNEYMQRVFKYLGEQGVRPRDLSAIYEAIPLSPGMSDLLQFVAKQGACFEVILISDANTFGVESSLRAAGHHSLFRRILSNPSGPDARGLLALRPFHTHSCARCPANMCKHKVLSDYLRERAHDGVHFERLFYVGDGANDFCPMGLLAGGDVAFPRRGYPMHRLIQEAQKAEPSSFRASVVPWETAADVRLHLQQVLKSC
IMP-1 inhibitor = inhibitors of Pseudomonas aeruginosa IMP-1 metallo-beta-lactamase. purified IMP-1, nitrocefin hydrolysis, epi-absorbance fluorescence. inhibition, % at 5.6 µM. 290,000 compounds, 0.45% hits. AID 1556;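 active = inhibition above the mean plus 3 SD of all compounds in the same screening run, cut at about 4.5% in these data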;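 note: 0% = IMP-1 with DMSO and 100% = DMSO wells lacking enzyme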
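System: purified IMP-1; amount: IMP-1 0.2 nM before substrate addition; compound: single dose, 5.6 µM; times: 25 °C, 15 min preincubation, 25 min reaction; signal: Epi-absorbance via hydrolysed-nitrocefin quenching of white-plate fluorescence, 480/530 nm, EDTA stop; benchmarks: DMSO with and without IMP-1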
NS3 helicase inh = blocks Hepatitis C virus NS3 helicase unwinding. NS3 helicase DNA unwinding, Cy5 molecular beacon fluorescence. inhibition, % at 10.9 µM. 290,000 compounds, 0.56% hits. AID 1800;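 active = inhibition above the mean of all tested compounds plus 3 SD, set per campaign, cut at about 35% in these data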;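 note: 0% = DMSO wells and 100% = thioflavine S control wells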
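test system = hepatitis C virus NS3 helicase domain fragment enzyme | reagent = annealed dual-labelled DNA beacon duplex, ATP-started | times = 1 h at 25 °C | detection = Cy5 fluorescence, 0 and 60 min reads | read-out basis = percent inhibition from t60/t0 fluorescence ratio | control set = DMSO and thioflavine S | replication = one well per compound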
GPR7 antag = blocks human GPR7 receptor signaling | 290,000 compounds, 1.1% hits | GPR7-expressing cells, fluorescence antagonist assay | P48145 | AID 1861 | inhibition, % at 4.4 µM; in the data active = inhibition above about 16%, passing the limit was not always enough;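 note: cells stimulated with the agonist NPW; 0% = agonist with vehicle and 100% = vehicle without agonist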
DNA FID counter = fluorescent intercalator displacement, NS3 helicase counter-screen | inhibition, % at 7.9 µM | 290,000 compounds, 0.17% hits | DNA fluorescent intercalator displacement, fluorescence; in the data active = inhibition above about 37%;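 note: 0% = vehicle and 100% = reference compound; higher means more ethidium bromide displaced from hairpin DNA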
OXTR ag = human OXTR agonism; P30559; CHO-OTR cells, Fluo-8 calcium fluorescence; normalized: DMSO 0%, oxytocin 100%; activation, % at 3 µM; 320,000 compounds, 0.32% hits;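 active = activation above the mean of all tested compounds plus 3 SD, cutoff set per screening run, cut at about 20% in these data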;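 note: peak over basal fluorescence ratio from a 100 s FLIPR kinetic read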
Target sequence (P30559 whole entry, looked up): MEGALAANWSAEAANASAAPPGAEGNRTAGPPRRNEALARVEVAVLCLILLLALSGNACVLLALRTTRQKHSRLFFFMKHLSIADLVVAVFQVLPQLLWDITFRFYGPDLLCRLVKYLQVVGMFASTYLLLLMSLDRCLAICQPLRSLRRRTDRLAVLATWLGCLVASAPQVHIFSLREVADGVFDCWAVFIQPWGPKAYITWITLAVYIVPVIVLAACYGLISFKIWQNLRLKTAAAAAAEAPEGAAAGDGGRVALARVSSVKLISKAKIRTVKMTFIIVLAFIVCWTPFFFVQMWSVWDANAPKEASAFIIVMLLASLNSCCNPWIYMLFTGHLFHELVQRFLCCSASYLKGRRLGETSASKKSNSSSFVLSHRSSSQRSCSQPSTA
GalR3 antag = human GalR3 antagonism. O60755. HEK293 GalR3-CNG cAMP membrane potential fluorescence; galR3 body fused to GalR1 C-terminus. inhibition, % at 3 µM. 360,000 compounds, 0.44% hits. AID 651719;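 active = inhibition above the screen-wide average plus 3 SD, cut at about 13% in these data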;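 note: forskolin and galanin both at EC90 stimulate the cells; cAMP rise reported by CNG channel membrane potential dye signal; 0% = forskolin plus galanin with DMSO and 100% = forskolin alone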
VIM-2 inh = inhibitors of Pseudomonas aeruginosa VIM-2 metallo-beta-lactamase | purified VIM-2, nitrocefin hydrolysis, epi-absorbance fluorescence | inhibition, % at 5.6 µM | 290,000 compounds, 0.89% hits | AID 1527;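 active = inhibition above the mean of all tested compounds plus 3 SD, cutoff set per screening run, cut at about 7.5% in these data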;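 note: red hydrolysis product quenches plate fluorescence so inhibitors raise well fluorescence; 0% = enzyme with DMSO and 100% = DMSO without enzyme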
V1R ag counter = activates human V1a receptor in oxytocin agonist counter-screen. P37288. CHO-V1R cells, Fluo-8 calcium fluorescence, agonist mode; 0% DMSO, 100% 3 nM vasopressin. activation, % at 3 µM. 320,000 compounds, 0.25% hits. AID 2797;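 active = activation above the mean activation of all tested compounds plus 3 SD, per screening run, cut at about 20% in these data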;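 note: signal is peak over basal fluorescence ratio across a 100 second FLIPR read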
Target sequence (P37288 whole entry, looked up): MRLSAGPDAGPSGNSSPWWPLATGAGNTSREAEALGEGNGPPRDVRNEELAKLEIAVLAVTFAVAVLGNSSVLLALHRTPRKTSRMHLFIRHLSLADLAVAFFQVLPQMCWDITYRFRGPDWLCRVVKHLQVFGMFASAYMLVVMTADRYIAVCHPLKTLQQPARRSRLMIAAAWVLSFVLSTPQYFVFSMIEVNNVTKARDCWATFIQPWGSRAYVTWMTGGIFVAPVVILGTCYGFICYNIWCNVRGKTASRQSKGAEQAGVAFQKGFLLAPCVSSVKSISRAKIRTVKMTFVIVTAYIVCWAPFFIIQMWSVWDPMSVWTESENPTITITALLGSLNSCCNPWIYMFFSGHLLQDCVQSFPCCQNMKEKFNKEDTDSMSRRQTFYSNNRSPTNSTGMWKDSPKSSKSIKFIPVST
The depositor's hits bear a star; x = no result given. Only part of the results is shown, so the mix of outcomes need not match the whole.

SMILES | PHOSPHO1 block | IMP-1 inhibitor | NS3 helicase inh | GPR7 antag | DNA FID counter | OXTR ag | GalR3 antag | VIM-2 inh | V1R ag counter
O=S(=O)(c1ccc(F)cc1)N1CN2CCN(C2)C1 | x | -4.5 | 4 | -12 | -4 | 2.7 | -9 | -3.6 | 2.1
CN(C)c1ccc(N=Cc2c(O)n(CCC3=CCCCC3)c(=O)[nH]c2=O)cc1 | -31 | -2.4 | 40* | -5 | 2 | 0.9 | x | 0.6 | -0.1
COc1ccc(C(=O)C2CCCN(C3CSCCSC3)C2)c(C)c1 (stereo not given) | 24 | -1.0 | -13 | -4 | 13 | -1.6 | 0 | -0.5 | -0.7
O=C(NC(=O)N1CCC2(CC1)OCCO2)c1ccc(Cl)cc1 | 57 | -1.6 | 0 | -20 | 0 | 1.2 | -7 | -2.3 | -0.2
CC1CN=C(Nc2ccccc2)S1 (stereo not given) | -4 | -1.4 | 6 | -2 | 0 | 0.0 | -10 | 0.8 | 0.8
COc1cc(/C=C2/C(=O)NC(=O)N(c3ccccc3)C2=O)ccc1O | 9 | 0.3 | 9 | -14 | -11 | 0.3 | -2 | 0.6 | -0.2
O=C(Cc1ccccc1)OCCNC(=O)c1cccnc1 | 20 | -3.5 | -12 | -4 | 1 | 0.2 | -8 | -2.9 | -0.4
CN(C)CCN=Cc1c(O)n(Cc2ccc3c(c2)OCO3)c(=S)[nH]c1=O | 41 | -3.3 | 4 | 1 | 6 | 0.9 | -3 | -1.9 | 1.2
CC1=CC(=O)NP(=O)(Oc2ccc3ccccc3c2)N1 (stereo not given) | 51 | -3.7 | -4 | -4 | -1 | 0.6 | -1 | -4.7 | 0.4
Cc1cccc(CN2CCN(Cc3ccc(Cl)cc3)CC2)c1 | 17 | -3.9 | 2 | -1 | 12 | -2.1 | -5 | -2.7 | -0.9
O=C(COC(=O)Cc1ccccc1)Nc1ccc(SC(F)F)cc1 | 7 | 1.8 | -7 | 1 | -1 | -1.7 | -3 | -0.6 | 0.9
CN1C(=O)C(C2(C#N)CCCCC2)C(=O)N(C)C1=O | 4 | -4.1 | 1 | -1 | 2 | 0.1 | -8 | -3.9 | 0.3
CCn1c(O)c(/C(C)=N/N2CCCCC2c2cccnc2)c(=O)[nH]c1=S (stereo not given) | 12 | -3.5 | 13 | 5 | -12 | -2.2 | 8 | -1.0 | -0.6
CCC(=Nc1ccccc1NC(C)=O)c1c(O)n(C)c(=O)n(C)c1=O | 10 | 1.6 | 3 | -4 | -8 | -0.5 | -8 | -7.1 | 0.1
O=c1c2ccccc2nc(/C=C/c2ccccc2F)n1-c1ccccc1O | 24 | -4.6 | 12 | 7 | -29 | 4.5 | -7 | -1.2 | 6.5
COc1ccc(NC(=O)c2cn(CCC#N)nc2-c2cccc([N+](=O)[O-])c2)cc1 | 33 | -3.7 | 4 | -6 | 6 | 1.2 | -6 | -2.4 | 0.5
O=c1[nH]c(=O)n(-c2ccccc2F)c(O)c1/C=C1\C=Nc2ccccc21 | 6 | -2.1 | 11 | 24 | 0 | 1.1 | -9 | -4.5 | 0.5
CCN(CC)C(=O)c1ccc(N2C(=O)C3CC=C(Cl)CC3C2=O)cc1 (stereo not given) | -12 | 0.4 | -3 | -7 | -25 | 1.2 | -1 | 1.5 | 0.3
CCCC1=C(C(=O)OCC)C2(C(=O)Nc3ccc(C)cc32)C(C#N)=C(N)O1 (stereo not given) | -8 | -3.0 | -1 | -4 | -31 | 1.3 | -6 | -3.3 | 0.8
CCOC(=O)c1c(N)n(CCN2CCCCC2)c2nc3ccccc3nc12 | -6 | 1.7 | 1 | -2 | 18 | -0.1 | -3 | 7.8* | -0.9

Single records, from the list above:
`CCN(CC)C(=O)c1ccc(N2C(=O)C3CC=C(Cl)CC3C2=O)cc1` (stereo not given) is listed with PHOSPHO1 block = -12; IMP-1 inhibitor = 0.4; NS3 helicase inh = -3; GPR7 antag = -7; DNA FID counter = -25; OXTR ag = 1.2; GalR3 antag = -1; VIM-2 inh = 1.5; V1R ag counter = 0.3
`CCCC1=C(C(=O)OCC)C2(C(=O)Nc3ccc(C)cc32)C(C#N)=C(N)O1` (stereo not given) is listed with PHOSPHO1 block = -8; IMP-1 inhibitor = -3.0; NS3 helicase inh = -1; GPR7 antag = -4; DNA FID counter = -31; OXTR ag = 1.3; GalR3 antag = -6; VIM-2 inh = -3.3; V1R ag counter = 0.8

(further entries)
SMILES | PHOSPHO1 block | IMP-1 inhibitor | NS3 helicase inh | GPR7 antag | DNA FID counter | OXTR ag | GalR3 antag | VIM-2 inh | V1R ag counter
O=C(CSc1ccccc1)N1CCC2(CC1)OCCO2 | 0 | -6.2 | -7 | -18 | -4 | -0.1 | -3 | -0.5 | 1.0
CCN(C(C)=O)c1cccc(-c2ccnc3c(C#N)cnn23)c1 | 32 | -0.7 | 10 | -5 | -1 | x | x | -0.9 | x
COc1ccc(C2=NCC(=S)Nc3ccc(Cl)cc32)cc1Cl | 21 | -3.7 | -2 | -7 | -2 | -2.1 | -7 | -0.9 | -0.9
COc1ccccc1C1=NCc2nnc(C)n2-c2ccc(Cl)cc21 | 2 | -0.5 | -3 | -1 | -14 | 0.4 | -3 | 1.0 | 1.3
CCCCCCOc1ccc(CN2CCN(CC)CC2)cc1 | -9 | -4.2 | -18 | 14 | 12 | 6.8 | -5 | -3.0 | 7.0
CC(C)(C)N1Cc2ccccc2C1=N | 7 | -2.0 | -1 | -1 | -1 | 2.7 | -4 | -1.4 | 0.2
CCC(COC(=O)NC)NC(=O)Oc1cccc(C)c1 (stereo not given) | 32 | -3.6 | 4 | -1 | -3 | -0.8 | -1 | -3.6 | 0.7
CCCC[N+]12C3C[C@H](C4[C@H](O)[C@]5(C[C@@H]41)c1ccccc1N(C)[C@@H]35)[C@H](CC)[C@H]2O (stereo not given in full) | 16 | -1.7 | -13 | 4 | 5 | 1.7 | -15 | -0.9 | 0.7
Cc1cccc(N2C(=O)/C(=C/c3ccc(CN(CCC#N)S(C)(=O)=O)o3)C(=O)NC2=S)c1 | -27 | -3.4 | 19 | -3 | -22 | 2.3 | 5 | -3.5 | 1.7
Cc1ccsc1C(=O)C1CCCN(Cc2ccccc2O)C1 (stereo not given) | 47 | -1.4 | 3 | 7 | 3 | -2.6 | -6 | 0.8 | -0.4
COc1cc(C(=S)N2CCOCC2)cc(OC)c1OC(=O)Cc1ccccc1 | -1 | 0.3 | -10 | 11 | -43 | 0.7 | -6 | 1.6 | 1.2
Cc1ccc2c(c1)=C/C(=C\c1c(O)[nH]c(=S)[nH]c1=O)C(=O)N=2 | 8 | -1.2 | 4 | -4 | 3 | 0.8 | x | -1.7 | 0.7
Cn1nc(N)c2c1N=P(N1CCOCC1)(N1CCOCC1)N=C2c1ccccc1 | 6 | -2.5 | 10 | -12 | -4 | -0.9 | -6 | -3.8 | 0.6
O=C(Nc1cccc(OC(=O)N2CCOCC2)c1)N1CCOCC1 | -7 | -2.4 | 2 | -8 | -6 | 0.2 | -2 | 0.7 | 1.5
CCCN1C2CCCC1CC(NC(C)=O)C2 (stereo not given) | 32 | -2.1 | 5 | 14 | -1 | 0.3 | -2 | -1.9 | -0.4
O=C(COc1ccc(Cl)cc1)N1CCN(Cc2ccc([N+](=O)[O-])cc2)CC1 | 17 | -2.3 | -10 | 30* | -10 | 1.5 | -5 | -5.4 | 2.8
O=C(O)c1ccc2c(c1)C1C(Cl)C(Sc3ccccc3[N+](=O)[O-])CC1C(c1cccc([N+](=O)[O-])c1)N2 (stereo not given) | -16 | -2.9 | 31 | -9 | -8 | x | x | -4.9 | x
CCCCn1c(O)c(C=NCCCn2ccnc2)c(=O)[nH]c1=O | 14 | 1.7 | 5 | 4 | -2 | 0.6 | -2 | 2.5 | 0.3
CCCCn1c(O)c(C(CC)=NCc2cccnc2)c(=O)[nH]c1=O | 8 | -2.6 | 1 | -10 | -6 | 0.0 | -7 | -1.8 | 0.0
C[n+]1c(-c2ccccc2)c2cc(N)ccc2c2ccc(N)cc21 | 25 | 0.0 | 34 | -12 | 38* | 2.2 | -1 | 0.1 | 2.3
CC(=O)O[C@]1(C)C(=O)OC/C2=C/CN(C)CCC(OC(=O)[C@@](O)(C(C)O)C[C@H]1C)C2=O (stereo not given in full) | 20 | -2.3 | -19 | 6 | -6 | 0.8 | -11 | -1.1 | 0.8
COC(=O)C1C2c3ccccc3OC1(C)N=c1s/c(=C/c3cnn(C)c3C)c(=O)n12 (stereo not given) | -3 | -1.6 | -7 | -9 | -10 | 2.0 | -4 | -1.6 | 0.8
CC(C)(CN)CC(=O)O | 6 | -1.3 | -5 | 7 | 2 | 1.2 | -5 | -0.4 | 1.1
CCCCC/C=C\C/C=C\C/C=C\C/C=C\CCCC(=O)Nc1ccc(O)cc1 | -4 | -1.5 | 13 | -12 | -23 | -0.7 | x | -3.3 | 0.0
COc1cc(CN2CCNCC2)cc(OC)c1OC | x | -1.9 | 0 | -21 | 1 | 0.4 | -10 | -0.8 | 1.0
CC(C(=O)c1c[nH]c2ccccc12)N1CCOCC1 (stereo not given) | 23 | -2.4 | -4 | 1 | -13 | -0.5 | 0 | -1.4 | 0.5
CCCCn1c(O)c(C(CC)=NCCCN(C)C)c(=O)[nH]c1=O | -21 | 0.3 | 9 | -5 | -3 | 0.2 | -3 | -1.2 | 0.3
Cc1occc1C(=O)N1CCC2(CC1)OCCO2 | -10 | 0.7 | 14 | 33* | -2 | -0.4 | -5 | -0.8 | -0.2
FC(F)(F)c1ccc2c(c1)nnn2C1CCN(Cc2nnnn2Cc2ccccc2)CC1 | -12 | -3.1 | 7 | -6 | -3 | 3.0 | -3 | -4.9 | 2.8
CCOC(=O)c1c(C)[nH]c(C)c1C(=O)C(Cc1ccccc1)N(C)C (stereo not given) | 36 | -2.3 | -1 | -9 | -6 | -0.6 | -10 | -2.3 | -0.3
COc1c(C)cc(C(=O)C2CCCN(Cc3ccccn3)C2)cc1C (stereo not given) | 52 | -3.8 | 4 | 3 | 8 | 0.6 | -3 | -4.0 | -0.2
COP(=O)(OC)Oc1ccc(C(O)C(Cl)(Cl)Cl)cc1 (stereo not given) | 17 | -3.7 | -7 | -9 | -1 | 3.8 | -2 | -3.8 | 1.5
Cc1cc(OC(=O)N(C)C)nc2c1c(C)nn2C | 12 | -0.8 | -2 | -12 | -7 | 1.1 | -3 | -0.8 | -0.2
Cc1cc(N2C(=O)C3CCCN3C2c2ccccc2)no1 (stereo not given) | 10 | -3.0 | 1 | -12 | 0 | 0.0 | -5 | 0.0 | 0.5
CC1=C2C3OC(=O)C(C)C3CC[C@@]2(C)C=CC1=O (stereo not given in full) | 21 | -3.3 | 6 | -14 | -1 | 0.5 | x | -5.0 | -0.3
O=P(N1CCCCC1)(N1CCCCC1)C(Cl)(Cl)Cl | 7 | -2.9 | -3 | -14 | -17 | -1.9 | -3 | -1.9 | -0.4
CN(Cc1ccccc1)C(=C(Cl)Cl)/C(=C1/NCCN1Cc1ccc(Cl)nc1)[N+](=O)[O-] | 0 | -2.8 | -2 | 1 | -19 | -0.2 | -4 | -5.1 | -0.1
